MC4R barr agon: activates human MC4R beta-arrestin recruitment | U2OS MC4R beta-arrestin complementation, luminescence; percent of melanotan II response, DMSO zero | AID 540308 | P32245 | activation, % at 8.9 µM | 0.98% of 360,000 active;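 active = activation above a per-plate cutoff, the mean activation of sample wells on that plate plus 3 SD, cut at about 8% in these data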
NOD2 RIPK2 PPI: blocks binding of human NOD2 to RIPK2; O43353; 0.38% of 360,000 active; CHO BLA complementation NOD2-RIPK2, CCF4 ratio; inhibition, % at 4.98 µM; in the data active = inhibition above about 21%;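 also: 0% = vehicle only and 100% = reference blocker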
m5-HT2A agonist: agonists of mouse serotonin 5-HT2A receptor (HTR2A). P35363. CHO-K1 mHTR2A beta-arrestin complementation, luminescence; percent of 30 µM serotonin response. activation, % at 7.6 µM. 0.66% of 360,000 active. AID 624169;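 active = activation above a run cutoff, the mean activation of all tested compounds plus 3 SD, cut at about 14% in these data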;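 also: 0% = plate median of compound wells and 100% = 30 µM serotonin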
ABCB6 inh 2: human ABCB6 transporter inhibition; AID 602162; K562-ABCB6 porphyrin accumulation, flow cytometry, 1 h; hits give low values; Q9NP58; fluorescence ratio to DMSO, % at 10 µM; 0.19% of 360,000 active;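 active = fluorescence ratio to DMSO below 75%, the collection mean minus 3 SD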;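 also: signal is porphyrin accumulated inside mitochondria; 100% equals median channel fluorescence of DMSO control wells; lower ratio means ABCB6 inhibition with less porphyrin fluorescence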
MC4R antagonist: blocks human MC4R cAMP signaling; P32245; MC4R-expressing cells, MTII-stimulated cAMP, LANCE TR-FRET; inhibition, % at 6.5 µM; 0.48% of 360,000 active; AID 540295;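 active = inhibition above its plate's cutoff, the mean of tested wells on that plate plus 3 SD, cut at about 29% in these data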;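 also: 0% = Melanotan II alone and 100% = Melanotan II plus saturating MCL0020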
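Assay system: U2OS-MC4R stable cell line; Also added: Melanotan II; Technique: Eu-cAMP/anti-cAMP TR-FRET, emission 671 nm; Times: 30-min compound, 1-h challenge, 1-h detection, room temperature.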
Glyco luc inh: N-linked glycosylation inhibition; D54 ERlucT glycosylation luciferase reporter, 24 h; percent of 100 nM tunicamycin response; reporter increase, % at 12.5 µM; 0.23% of 360,000 active;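 active = mean luciferase reporter signal, scaled so untreated is 0 and the glycosylation-blocking control 100, at or above a set limit in every replicate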;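 also: luciferase carries N-glycosylation sites so blocking glycosylation raises the light; 0% = median of neutral control wells and 100% = median of 100 nM tunicamycin wells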
ABHD5-PLIN5 inh: ABHD5-PLIN5 protein interaction inhibition; Q00G26+Q8WTS1; Split G. princeps luciferase complementation, luminescence, 4 h; inhibition, % at 4 µM; 0.78% of 360,000 active; AID 602281;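 active = inhibition above the mean inhibition across every tested compound plus 3 SD, cut at about 22% in these data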;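 also: 0% = DMSO only wells and the 100% control is not disclosed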
Target sequence (Q00G26 whole entry, looked up): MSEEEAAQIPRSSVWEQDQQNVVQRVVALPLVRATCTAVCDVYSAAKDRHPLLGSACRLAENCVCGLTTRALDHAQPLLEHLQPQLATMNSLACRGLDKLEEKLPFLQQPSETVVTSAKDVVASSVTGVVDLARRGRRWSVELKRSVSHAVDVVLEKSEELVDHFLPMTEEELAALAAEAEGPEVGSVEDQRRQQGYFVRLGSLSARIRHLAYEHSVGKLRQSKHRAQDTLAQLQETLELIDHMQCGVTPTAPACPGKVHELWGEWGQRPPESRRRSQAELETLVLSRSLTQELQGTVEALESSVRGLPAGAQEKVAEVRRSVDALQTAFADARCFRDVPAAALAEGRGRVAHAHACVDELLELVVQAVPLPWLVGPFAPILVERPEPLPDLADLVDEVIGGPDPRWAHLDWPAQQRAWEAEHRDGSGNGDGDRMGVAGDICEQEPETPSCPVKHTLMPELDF
Target sequence (Q8WTS1 whole entry, looked up): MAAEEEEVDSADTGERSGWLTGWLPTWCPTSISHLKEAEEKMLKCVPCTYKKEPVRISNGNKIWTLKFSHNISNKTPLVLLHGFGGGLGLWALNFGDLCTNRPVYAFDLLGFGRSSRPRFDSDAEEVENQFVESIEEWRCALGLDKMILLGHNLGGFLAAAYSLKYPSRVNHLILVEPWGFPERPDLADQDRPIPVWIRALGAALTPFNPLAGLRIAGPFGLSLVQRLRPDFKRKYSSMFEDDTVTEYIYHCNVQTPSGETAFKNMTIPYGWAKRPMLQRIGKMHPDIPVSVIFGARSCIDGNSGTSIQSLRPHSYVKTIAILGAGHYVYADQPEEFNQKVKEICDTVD
H9c2 protect: protects H9c2 cardiomyocytes from peroxide injury; H2O2 injury protection, ATPLite, 2 h; protection from H2O2 cell death, % at 20 µM; 0.63% of 360,000 active; AID 588492;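 active = compounds giving at least 50% protection of heart cells from peroxide-induced death in the single-dose screen, raw or plate-pattern-corrected value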;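 also: 0% = DMSO wells with peroxide and 100% = DMSO wells without peroxide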
NCOA2 inhibitor: human SRC2 (NCOA2) inhibition. 0.17% of 370,000 active. Q15596. HEK293 GAL4-SRC2 luciferase reporter, luminescence. inhibition, % at 9 µM;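 active = inhibition above the mean inhibition of all tested compounds plus 3 SD, set per campaign, cut at about 52% in these data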;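 also: 0% = DMSO treated cells and 100% = cells given Gossypol at 36 µM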
TLR9-MyD88 block: TLR9-MyD88 interaction inhibition; 0.21% of 340,000 active; Q9NR96+Q99836; inhibition, % at 4.98 µM; CHO BLA complementation TLR9-MyD88, CCF4 FRET ratio;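 active = inhibition above the mean over all tested compounds plus 3 SD, cut at about 21% in these data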;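 also: 0% = DMSO only wells and 100% = clavulanate BLA inhibitor control wells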
Starred values were filed as active, the others as inactive; / = no result given. An excerpt; the hit share may differ from the screen's.

Compound,MC4R barr agon,NCOA2 inhibitor,NOD2 RIPK2 PPI,ABHD5-PLIN5 inh,m5-HT2A agonist,Glyco luc inh,ABCB6 inh 2,H9c2 protect,TLR9-MyD88 block,MC4R antagonist
CCN(C(=O)COC(=O)c1c2c(nc3ccccc13)CCC2)c1c(N)n(Cc2ccccc2)c(=O)[nH]c1=O,-1.0,9,-1,-5,1,-2,97,5,2,6
O=C(COC(=O)c1cc[n+]([O-])cc1)Nc1cccc(Br)c1,4.3,-2,-11,6,0,1,105,2,-4,1
Cc1ccc2nc(C3CCCCC3)c(Cc3cccc(F)c3)n2c1,/,-8,2,2,-1,0,102,-4,/,/
CCOc1ccc(N2C(=O)CC(NCCNc3ccc([N+](=O)[O-])cn3)C2=O)cc1 (configuration not stated),-1.4,14,6,3,-3,-1,101,1,-4,1
COc1ccc(C(=O)NCCS(=O)(=O)N(C)C2CCCCC2)cc1,-4.7,1,9,-2,2,3,105,0,0,12
C#CCOCCOCCOCCNc1nc(N2CCN(C(=O)Cn3cc(CC(C)O)nn3)CC2)nc(N2CCN(C(=O)Cn3cc(CC(C)O)nn3)CC2)n1 (configuration not stated),-1.0,19,2,9,0,1,98,5,-3,6
COc1ccc(Cc2c(C)nc(N)nc2Cl)cc1,2.1,-19,-3,6,0,2,95,4,10,1
CC(Oc1cc2oc(=O)c3c(c2cc1Cl)CCCC3)C(=O)NCCN1CCOCC1 (configuration not stated),-2.0,-2,-4,1,-6,-2,101,6,-15,24
Cc1cc(Cl)ccc1C(=O)C1CCCN(C(=O)c2cscn2)C1 (configuration not stated),-2.1,13,1,-13,-2,-1,100,-3,-4,-4
Cc1cc2c(C)c(C)c(=O)[nH]c2cc1N,3.2,-41,1,-2,4,17,98,5,-3,18
Clc1nc(-c2ccccc2)cc(-c2ccc(Br)cc2)n1,3.7,/,-8,-2,7,-2,104,-3,-11,3
CCCCCCn1c(CN2CCCCC2)nc2c1c(=O)n(C)c(=O)n2C,3.4,-4,-8,0,3,-3,95,17,4,19
COc1ccc(C(=O)CSc2nc(SC)ns2)cc1OC,-0.9,-5,-8,-1,0,-2,96,13,4,-1
C[C@H]1CN([C@@H](C)CO)C(=O)CCCn2nncc2CO[C@H]1CN(C)S(=O)(=O)c1ccc(Cl)cc1,0.5,10,-6,4,4,2,102,1,-9,1
CCn1c(Cc2ccccc2)nnc1SCc1ccc([N+](=O)[O-])cc1,-2.6,-19,3,-6,0,-4,100,6,-1,3
Cc1nc(SCC(=O)N2CCN(C(=O)c3ccco3)CC2)c2c(C)c(C)sc2n1,-0.7,-7,5,0,0,0,91,21,1,3
COC(=O)c1c(-c2cccs2)csc1NC(=O)CSc1ncnc2sc(C)c(C)c12,-2.0,-13,1,1,2,-3,90,-7,-2,4
CCNS(=O)(=O)c1ccc(CCC(=O)NCc2ccccc2)cc1,-0.9,-2,-1,-1,0,1,88,-4,3,-5
COC(CSc1ncnc2c1oc1nc3c(cc12)COC(C)(C)C3)OC,-1.1,-1,-10,2,9,-1,100,-2,-13,13
Cc1ccccc1Oc1cc(-n2ncc(Cl)c(Cl)c2=O)ncn1,-3.7,-13,26*,9,0,-22,60*,-8,35*,51*

Compound,MC4R barr agon,NCOA2 inhibitor,NOD2 RIPK2 PPI,ABHD5-PLIN5 inh,m5-HT2A agonist,Glyco luc inh,ABCB6 inh 2,H9c2 protect,TLR9-MyD88 block,MC4R antagonist
CN(C)S(=O)(=O)N1CCC(Oc2ccc(C(=O)N3C[C@@H]4CCC[C@H]3C4)cc2)CC1,-3.2,-1,2,7,0,-1,98,-5,-6,11
CSc1ccc(NC(=O)CSc2nc3[nH]c(=O)cc(O)c3s2)cc1,0.9,12,-8,-41,-8,2,100,2,-14,6
O=C(N/N=C/c1ccccn1)c1cccc(S(=O)(=O)Nc2ccccc2Cl)c1,-3.3,-11,3,-6,-2,2,101,40,-1,14
CCC1Oc2ccc(C)cc2N(CC(=O)NCCCN2CCOCC2)C1=O (configuration not stated),-2.2,-21,-2,-4,3,3,94,-1,2,-5
Cc1ccc(CN2CC(C(=O)N3CCN(S(=O)(=O)c4ccc(C)cc4C)CC3)CC2=O)cc1 (configuration not stated),-3.7,0,-19,3,-1,-1,91,-7,-7,-5
Cc1ccc(S(=O)(=O)N(C)C)cc1NC(=O)COC(=O)/C=C/c1ccc2c(c1)OCO2,0.9,-48,-7,-5,0,-2,104,-25,-4,14
Cc1ccc(S(=O)(=O)N2CCC(C(=O)C3C(=O)CCCC3=O)CC2)cc1,-2.8,5,7,13,-1,2,98,4,1,-5
CCOc1ncccc1C(=O)Nc1ccc2nc(C)sc2c1,0.6,-57,4,4,0,1,92,6,-5,2
C/C=C/C(=O)N1CC2(CC(c3cccc(NC(=O)CC)c3)=NO2)C[C@H]1C(N)=O (some centres not stated),-0.6,2,-1,-7,7,0,98,1,1,1
O=C(O)c1cn(Cc2ccccn2)c(=O)c2ccccc12,-0.1,17,-4,6,-2,5,100,8,12,5
Cc1cc2ncn(S(=O)(=O)c3ccc(S(=O)(=O)N4CCCCCC4)cc3)c2cc1C,2.1,/,-39,15,3,0,97,-4,3,-8
O=C(NCc1cc(C(F)(F)F)ccc1Cl)c1cccc2c1C(=O)c1ccc(N3CCOCC3)cc1S2(=O)=O,-0.6,22,0,-1,-1,-11,97,-17,-2,2
O=C(N/N=C/C=C/c1ccccc1)c1ccccc1Br,4.9,-30,-2,-8,-1,-2,95,2,8,-2
CCOC(=O)N1CCC(NC(=O)C2CCN(C(=O)c3cc4oc(C)cc4n3Cc3c(F)cccc3Cl)CC2)CC1,-0.3,4,-5,8,2,-3,97,6,2,4
O=C(CSc1ccc(F)cc1)NC(=O)c1ccccc1,0.9,-15,-5,9,-1,0,97,8,-9,5
COc1cc(/C=N/OCC(=O)Nc2ccc(OC(F)F)cc2)ccc1OCc1ccccc1,4.7,-38,7,-3,-6,8,97,-6,-2,-15
CCOC(=O)c1cc2c(C)n(-c3ccc(OCC)cc3)c(C)c2cc(C(=O)OCC)c1=O,1.0,-8,-9,9,2,-1,101,5,-2,18
Cc1c(Cl)cccc1NC(=O)CCC(=O)NNC(=O)c1ccccc1Cl,-1.3,-2,0,-9,1,2,87,5,12,-4
CC1=Nc2ccccc2/C1=C\c1sc(Nc2ccc(C)cc2)nc1O,-2.4,-9,11,2,-5,2,103,-6,-3,-19
COc1ccc(NC(=O)/C(=C\c2ccc3c(c2)OCO3)NC(C)=O)cc1,-0.1,-3,4,3,7,0,92,-2,0,-4

Compound,MC4R barr agon,NCOA2 inhibitor,NOD2 RIPK2 PPI,ABHD5-PLIN5 inh,m5-HT2A agonist,Glyco luc inh,ABCB6 inh 2,H9c2 protect,TLR9-MyD88 block,MC4R antagonist
Cc1cccc(-c2ccc3[nH]c4c(c3c2)CCN2C[C@@H]([C@H](C)O)[C@@H](N(C)C(=O)NC3CCCCC3)C[C@@H]42)c1,2.4,23,-2,0,-1,11,118,-2,8,3
CC1=CC(=O)C=C(C)C1=NOS(=O)(=O)c1ccccc1,6.4,-10,27*,-18,-10,17,99,-27,-1,22
O=C(c1ccco1)N1CCN(c2ncnc3c2nnn3Cc2ccccc2Cl)CC1,0.4,10,8,-4,4,-3,95,5,-12,13
CCn1cc(Br)c(C(=O)Nc2ccccc2C(=O)OC)n1,4.4,5,-4,4,8,2,106,2,1,-10
CC12CCC(C(=O)N(CSC(=S)N/N=C\c3ccccc3)C1=O)C2(C)C (configuration not stated),-1.4,-23,2,-9,-2,-1,85,25,-10,-4
CCc1nc2c(OCc3ccc(Cl)cc3)cccn2c1N(C)C(=O)c1ccncc1,0.3,-3,-1,-1,4,-3,91,3,/,8
O=C(COC(=O)Cc1c(F)cccc1Cl)NNC(=O)c1ccccc1,-1.5,-11,-13,0,5,1,96,4,-14,9
C/C(=N\Nc1ccc2nncn2n1)c1ccc(Br)s1,-1.0,32,-2,-2,-3,1,98,6,-6,-3
COc1ccc([C@H]2N[C@]3(CCCN(CC4CCCCC4)C3=O)[C@H]3C(=O)N(C)C(=O)[C@@H]23)cc1,-1.2,7,4,-3,5,1,94,6,1,-2
COc1cccc(C2C(C(=O)c3cccs3)=C(O)C(=O)N2CCN2CCOCC2)c1OC (configuration not stated),-2.7,3,3,-1,-1,3,95,-2,5,8
O=C(NCCNC(=O)c1ccc(-c2cc(Cl)ccc2Cl)o1)c1cnccn1,-0.4,-21,0,14,0,-3,89,32,-1,-12
Cc1cccc(N2CC(C(=O)Nc3ccc(S(=O)(=O)N4CCOCC4)cc3)CC2=O)c1 (configuration not stated),1.8,11,-3,-3,-4,5,96,-5,6,30*
COc1ccc(C2=NOC(Cn3nc(C(=O)NCc4ccco4)cc3-c3ccccc3)C2)cc1 (configuration not stated),-2.3,11,-7,-2,-4,-3,96,13,5,8
CC(C)Oc1ccc(/C(O)=C2/C(=O)C(=O)N(Cc3cccnc3)C2c2ccco2)cc1 (configuration not stated),-0.3,-52,-4,-11,3,-5,93,-7,-11,17
O=C(CC1CCCCC1)NCc1cn2ccsc2n1,1.4,8,-7,-1,3,3,95,1,-7,4
CC(C)c1ccc(Nc2ncc3c(n2)CCN(C(=O)Nc2ccc(F)c(Cl)c2)C3)cc1,-3.3,12,1,-20,0,-17,90,-7,/,15
O=C(COc1ccc2c3c(c(=O)oc2c1)CCC3)NCc1ccncc1,-2.7,-8,-4,11,5,-3,99,1,-7,-6
COc1ccc(NC(=O)Nc2ccc3c(c2)C(=O)N([C@@H](C)CO)C[C@@H](C)[C@@H](CN(C)S(=O)(=O)c2cn(C)cn2)O3)cc1,0.4,-8,-3,0,4,0,92,5,9,13
Cc1ccc(NC(=O)CCNC(=O)N2CC(=O)Nc3ccccc32)cc1Cl,1.0,18,1,-6,0,8,99,5,-8,16
COc1cccc(OC)c1C(=O)Nc1nc(-c2ccccc2)cs1,-0.7,-1,0,1,-5,1,100,-2,-6,3

Compound,MC4R barr agon,NCOA2 inhibitor,NOD2 RIPK2 PPI,ABHD5-PLIN5 inh,m5-HT2A agonist,Glyco luc inh,ABCB6 inh 2,H9c2 protect,TLR9-MyD88 block,MC4R antagonist
c1ccc(OCCn2cnc3ccccc32)cc1,0.9,-2,15,3,-5,-3,98,0,-4,6
C/C(=N\N1C(=O)CSC1=S)c1ccc(Br)cc1,-1.9,-2,-3,-15,1,-2,128,4,-1,4
CCCN1CCN(C(=S)NCc2ccc(Cl)cc2)CC1,-1.0,-32,0,3,-6,-2,99,3,11,2
COc1ccc(C2C3=C(CCCC3=O)Nc3nc(C(F)(F)F)nn32)cc1OC (configuration not stated),-1.7,-3,-2,-2,6,1,97,4,2,4
CCCCCn1c(SCC(=O)c2ccccc2)nc2cc(C(=O)NCC3CCCO3)ccc2c1=O (configuration not stated),-1.5,-12,-17,8,-2,1,100,-6,-6,28
CCCCCCCNC(=O)C1(CC2CC(c3cccc(Br)c3)=NO2)CCNCC1 (configuration not stated),2.9,-26,15,17,-10,-15,99,-37,-13,1

Bioassay records as filed in PubChem BioAssay.
